TNAP inh noacc: human TNAP enzyme inhibitors, primary screen, biochemical, luminescent, no phosphate acceptor, uHTS | purified TNAP, CDP-star luminescence, 30 min | inhibition, % at 20 µM | 200,000 compounds, 0.26% hits | AID 1012, 2008;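 active means tissue-nonspecific alkaline phosphatase inhibition above about 50% at 20 µM in the single-dose screen, limit read from the data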;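 further: 0% = DMSO negative control and 100% = EDTA positive control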
Target sequence (P05186 whole entry, looked up): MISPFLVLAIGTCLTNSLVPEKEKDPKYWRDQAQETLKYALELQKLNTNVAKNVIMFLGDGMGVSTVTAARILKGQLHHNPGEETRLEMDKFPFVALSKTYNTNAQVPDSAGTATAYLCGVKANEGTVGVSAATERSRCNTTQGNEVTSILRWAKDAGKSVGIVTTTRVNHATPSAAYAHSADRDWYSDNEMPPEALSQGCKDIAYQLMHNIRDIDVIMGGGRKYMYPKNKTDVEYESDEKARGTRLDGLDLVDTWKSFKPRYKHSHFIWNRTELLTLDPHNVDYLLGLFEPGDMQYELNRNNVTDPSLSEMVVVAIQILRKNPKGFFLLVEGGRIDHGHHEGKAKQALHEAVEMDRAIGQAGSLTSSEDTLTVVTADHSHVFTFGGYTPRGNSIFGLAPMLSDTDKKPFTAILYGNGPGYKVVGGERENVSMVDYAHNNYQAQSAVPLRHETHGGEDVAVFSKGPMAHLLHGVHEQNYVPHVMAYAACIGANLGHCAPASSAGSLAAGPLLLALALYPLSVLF
FLuc inhib CS: firefly luciferase enzyme inhibitors, primary screen, artefact control for luciferase-based inhibitor screens, biochemical, luminescence, ATPLite. 10 min. inhibition, % at 10 µM. AID 1006, 2008. 200,000 compounds, 1.5% hits;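 active means inhibition above about 50% when tested at 10 µM, limit read from the data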
Target sequence (P08659 whole entry, looked up): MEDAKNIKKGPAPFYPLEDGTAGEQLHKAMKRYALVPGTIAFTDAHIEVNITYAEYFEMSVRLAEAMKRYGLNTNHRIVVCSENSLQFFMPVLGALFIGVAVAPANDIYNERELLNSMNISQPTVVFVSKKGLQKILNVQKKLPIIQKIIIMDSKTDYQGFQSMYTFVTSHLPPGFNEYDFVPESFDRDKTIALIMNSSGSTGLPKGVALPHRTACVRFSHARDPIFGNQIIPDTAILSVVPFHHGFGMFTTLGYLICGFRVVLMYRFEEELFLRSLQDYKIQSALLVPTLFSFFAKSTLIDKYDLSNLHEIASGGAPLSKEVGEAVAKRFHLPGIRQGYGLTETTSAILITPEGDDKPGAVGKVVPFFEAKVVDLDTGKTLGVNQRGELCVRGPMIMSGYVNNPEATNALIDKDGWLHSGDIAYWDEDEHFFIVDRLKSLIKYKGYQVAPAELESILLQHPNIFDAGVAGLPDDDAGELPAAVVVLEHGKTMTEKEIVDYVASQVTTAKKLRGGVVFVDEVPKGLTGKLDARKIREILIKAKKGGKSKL
FLuc act counter: FLuc activators, initial screening, artefact control for FLuc-dependent activation tests, biochemical, ATPlite luminescence. Luciferin 4-monooxygenase (Photinus pyralis), P08659. ATPlite luciferase biochemical, 10 min; 0 = ATP-free wells, 1 = DMSO control. activation factor at 10 µM. 200,000 tested, under 10 active;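 active means luciferase activation factor, scaled between plate controls, of at least 2 with compound at 10 µM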
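Material: luciferase plus luciferin reagent, cell-free. Medium: PBS buffer for ATP. Also added: ATP substrate, dispensed from a 10.24 µM working solution in PBS. Doses: test compounds dosed from 2 mM stocks in 100% DMSO. Incubation: 10 min post-reagent at room temperature. Technique: light output (luminescence). Read-out basis: luminescence gain marking luciferase activators.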
bIAP activator: bovine intestinal alkaline phosphatase activators, primary screen, biochemical, bovine IAP, CDP-star luminescence. alkaline phosphatase, intestinal [Bos taurus]. purified bovine IAP, 30 min; hits give high values; fold of DMSO-control signal, blank-subtracted. activation factor at 20 µM. 200,000 compounds, 0.17% hits;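 active means activation factor of 2 or more at 20 µM, a signal rise over negative controls twice the positive control's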
TNAP act hi DEA: TNAP activators at high phosphate acceptor level, primary screen, biochemical, luminescence, uHTS. 200,000 tested, under 10 active. activation factor at 20 µM. purified TNAP, CDP-star luminescence, 1 M DEA, 30 min; hits give high values; 0 = EDTA background, 1 = DMSO-only activity. Alkaline phosphatase, tissue-nonspecific isozyme (Homo sapiens), P05186;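 active means activation factor at least 2 at 20 µM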
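Control set: EDTA negative control, DMSO positive control / Assay system: human TNAP / Quantity: TNAP 1/800 final / Evaluation: TNAP activation factor scaled between EDTA and DMSO control wells / Measured by: luminescent substrate turnover signal / Compound dosing: one dose, 20 µM / Times: 30 min enzyme reaction at room temperature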
bIAP inh: bovine intestinal alkaline phosphatase inhibitors, primary screen, selectivity assay for TNAP inhibitor project, biochemical, bovine IAP, CDP-star luminescence. purified bovine IAP, 30 min. inhibition, % at 20 µM. 190,000 tested, under 10 active. AID 1019, 2008;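 active means over 50% inhibition of intestinal alkaline phosphatase at 20 µM in the single-dose screen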
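System: Purified bovine intestinal alkaline phosphatase (IAP) enzyme | Input: IAP diluted 1/65,000,000 in the well | Also added: CDP-star chemiluminescent phosphatase substrate, 30 µM final | Dosing: 20 µM single dose | Times: Enzyme reaction for 30 min at room temperature | Detection: Luminescence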
APP 5UTR inh: inhibitors of APP translation via 5'UTR reporter, primary screen, APP 5'UTR luciferase, SH-SY5Y cells; AID 1285, 2008; inhibition, % at 2 µM; SH-SY5Y APP 5'UTR-luciferase reporter, luminescence; 190,000 compounds, 0.82% hits;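 active means inhibition above a set limit, derived from the sample mean plus 3 SD, cut at about 45% in these data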; further: values of inactives mirror those of a sister screen read the other way
Lmaj promast: Leishmania major promastigote growth inhibition, primary screen | AID 1063, 2008 | inhibition, % at 10 µM | 200,000 compounds, 9% hits | Leishmania major promastigotes, resazurin fluorescence viability; in the data active means inhibition above about 50%;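 further: promastigotes grown with compound for 44 hours at 28 °C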
TNAP inh hiacc: human TNAP enzyme inhibitors, primary screen, biochemical, luminescent, high phosphate acceptor level, uHTS; Alkaline phosphatase, tissue-nonspecific isozyme (Homo sapiens), P05186; purified TNAP, CDP-star luminescence, 1 M DEA; inhibition, % at 20 µM; 200,000 compounds, 0.03% hits; AID 1135, 2008;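 active means over 50% inhibition of tissue-nonspecific alkaline phosphatase at 20 µM in the single-dose screen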;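 further: plate controls were DMSO wells for no effect and EDTA-quenched wells as full inhibition for full effect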
RAM network inh: inhibitors of the yeast RAM network, primary screen, dse1pr::URA3 reporter, 5-FOA selection | S. cerevisiae dse1pr::URA3 reporter, 5-FOA growth OD615, 2 d; analog-sensitive cbk1-as2 kinase mutant strain | inhibition, % at 50 µM | 190,000 compounds, 1.8% hits | AID 868, 2007;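 active means inhibition above a set limit, 3 SD over mean compound inhibition, cut at about 8.4% in these data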;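 further: 0% = DMSO-only wells with no growth and 100% = 10 µM 1-NA-PP1 full growth; inhibition rescues growth on 5-FOA so higher OD means more RAM inhibition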
* hit, by the source's call; · = no result given. The order is random. About 13% of those tested had a hit in this group.

SMILES	TNAP inh noacc	FLuc inhib CS	FLuc act counter	bIAP activator	TNAP act hi DEA	bIAP inh	APP 5UTR inh	Lmaj promast	TNAP inh hiacc	RAM network inh
O=c1c(-c2ccccc2)c(O)c2cccc3c2n1CCC3	-5	2	1	1.1	0.9	-5	-9	-5	8	0.7
Cc1nn(Cc2cccc(C(=O)Nn3cc([N+](=O)[O-])cn3)c2)c(C)c1[N+](=O)[O-]	-9	-6	1.1	0.8	1	16	-12	-10	-4	1.7
COc1ccc(CC(=O)NNC(=O)CCC(=O)Nc2cc(C)ccc2C)cc1	-19	-4	1	1.3	1	-27	8	-1	-4	2.9
CCOc1ccccc1NC(=O)NS(=O)(=O)c1ccc(C)cc1	-12	-5	1.1	1	1.1	4	-1	-4	-13	0.7
COc1ccc(NC(=S)Nc2ccc(N)c([N+](=O)[O-])c2)cc1	7	-7	1.1	0.8	0.9	21	32	100*	6	1.8
N#Cc1c(N)c(C#N)c(-c2ccc3c(c2)OCO3)c2c1CCCC2	-17	-5	1.1	1	1.1	0	·	·	-10	3.9
COc1cc(/C=C2/SC(=S)N(CC(=O)NC(C)(C)C)C2=O)cc(OC)c1OC	-7	-1	1	0.9	1	6	4	17	-3	3.7
COc1ccc(C(=O)C[n+]2ccc3c(c2)nc(-c2cc(OC)c(OC)cc2OC)n3C)cc1	-13	-7	1.1	1	1	4	1	5	-4	1.6
CC(=O)Nc1ccc(-c2nnn(CC(=O)Nc3ccc4c(c3)OCO4)n2)cc1Cl	-14	-7	1.1	1	1	-1	-29	0	-1	2.4
CCOc1ccc(NC2=NC(C)(C)N=C(N)N2)cc1	-2	-3	1	1	1	-1	-2	5	-1	-0.1
O=C(N/N=C/c1c[nH]c2ccccc12)c1ccncc1	-8	19	0.8	0.9	1	14	-2	56*	1	0.8
CN(Cc1ccsc1)C(=O)CCc1nnc(CCCc2ccccc2)o1	-4	-3	1	1	1	3	-44	-6	-2	-1.3
O=C(/C=C/c1ccccc1)NC(NC(=S)Nc1cccc(Cl)c1)C(Cl)(Cl)Cl (stereo not given)	-3	-3	1	0.8	1	16	0	39	-2	8.9*
CCOC(=O)C(Cc1ccccc1)(NC(C)=O)C(=O)OCC	-10	-8	1.1	1	1	4	-1	-5	-2	2.2
Cn1c(=O)[nH]c(=O)c2c1nc(SCC(=O)O)n2CCc1ccccc1	-9	-3	1	1	1.1	1	-7	1	-5	2.0
CC(Oc1ccccc1)c1ccnc(N)n1 (stereo not given)	-3	-5	1.1	1.1	1	-7	-16	-4	0	2.3
COC(=O)Cc1c(C)c2ccc(O)c(CN3CCCC(C)C3)c2oc1=O (stereo not given)	-12	-8	1.1	1.1	1	-10	-2	6	-3	1.6
CCC(=O)C1CCCN(C(=O)c2ccc(OC3CCN(C(=O)c4cccnc4)CC3)cc2)C1 (stereo not given)	-5	-6	1.1	1.2	1	-15	9	-1	2	0.1
CCOC(=O)C1CCCN(C(=O)CSCc2ccccc2)C1 (stereo not given)	-8	-1	1	1	1	1	-34	-5	-4	1.2
COc1cc(N)ccc1C(=O)O	-13	-6	1.1	0.9	1.1	11	·	-10	-5	3.6
CCOC(=O)c1cnc(SC)nc1Oc1cccc(NS(=O)(=O)c2ccc(Cl)cc2)c1	-9	-3	1	0.9	1	10	-8	0	-4	9.2*
O=C1C2ON(c3ccccc3)C(c3ccncc3)C2C(=O)N1c1ccc(Br)cc1 (stereo not given)	-14	-5	1	0.9	1.1	5	12	40	-6	-0.7
O=C(Cc1ccccc1)N(c1ccc(F)cc1)C1C=CS(=O)(=O)C1 (stereo not given)	-8	-5	1	0.9	1	5	6	-1	-3	0.0
COC(=O)C1=C(C)N(CCc2ccccc2)C(=O)C1(NS(=O)(=O)c1ccc(NC(C)=O)cc1)C(F)(F)F (stereo not given)	-2	0	1	1.1	1	-10	29	-3	1	7.0

Filtered by structure, the compounds so far containing an aryl thioether with sulfur outside any ring (two)
SMILES	TNAP inh noacc	FLuc inhib CS	FLuc act counter	bIAP activator	TNAP act hi DEA	bIAP inh	APP 5UTR inh	Lmaj promast	TNAP inh hiacc	RAM network inh
Cn1c(=O)[nH]c(=O)c2c1nc(SCC(=O)O)n2CCc1ccccc1	-9	-3	1	1	1.1	1	-7	1	-5	2.0
CCOC(=O)c1cnc(SC)nc1Oc1cccc(NS(=O)(=O)c2ccc(Cl)cc2)c1	-9	-3	1	0.9	1	10	-8	0	-4	9.2*

Next section.
SMILES	TNAP inh noacc	FLuc inhib CS	FLuc act counter	bIAP activator	TNAP act hi DEA	bIAP inh	APP 5UTR inh	Lmaj promast	TNAP inh hiacc	RAM network inh
CCOC(=O)c1[nH]cnc1C(=O)Nc1ccccc1	-10	-6	1.1	1.2	1	-16	3	0	4	-0.8
CCc1ccc(NC(=O)C2CCCN(S(=O)(=O)c3c(C)[nH]c(=O)[nH]c3=O)C2)cc1 (stereo not given)	-14	1	1	1	1	-4	-48	-4	-3	2.7
CC(CCc1ccccc1)NC(=O)CN1CCN(Cc2ccccc2)C1=O (stereo not given)	-17	-8	1.1	1	1.1	-3	-2	-4	-10	0.5
CCCCNS(=O)(=O)c1ccc(NS(=O)(=O)c2c(C)cc(C)cc2C)cc1	-16	-6	1.1	1	1.1	1	-5	6	-7	12*
CCCC1C(C#N)=C(N)Oc2cc(C)n(C)c(=O)c21 (stereo not given)	-2	0	1	0.9	1.1	5	1	-3	-9	4.2
N#Cc1ccc(COC(=O)c2ccccn2)cc1	-11	-6	1.1	1	1	-1	-4	-1	-3	0.5
O=C(c1ccccc1)c1cc(-c2ccccn2)c(N2CCOCC2)s1	-12	-4	1	0.9	1	8	5	1	-1	0.7
Cc1sc2c(c1C)CN(CCN1CCOCC1)CN2C(=O)c1ccccc1	-11	2	1	1.1	1	-8	-6	0	-2	-0.1
CCSc1ncc(/C=N/Nc2ccccc2)n1C	-2	2	1	1	1	4	-23	15	1	-1.4
CCCN(Cc1cc2cccc(C)c2[nH]c1=O)S(C)(=O)=O	-15	-4	1	1	1	4	4	0	-3	0.2
Cc1ccc(-c2nc3cc(C)ccc3o2)cc1	-4	92*	0.1	0.9	1	11	-175	-4	0	3.0
Clc1ccc(-c2noc(COc3ccccc3)n2)cc1	-10	-2	1	0.9	1	8	-36	-8	-4	3.2

3 compounds picked at random from the list so far:
SMILES	TNAP inh noacc	FLuc inhib CS	FLuc act counter	bIAP activator	TNAP act hi DEA	bIAP inh	APP 5UTR inh	Lmaj promast	TNAP inh hiacc	RAM network inh
Cc1sc2c(c1C)CN(CCN1CCOCC1)CN2C(=O)c1ccccc1	-11	2	1	1.1	1	-8	-6	0	-2	-0.1
CCCN(Cc1cc2cccc(C)c2[nH]c1=O)S(C)(=O)=O	-15	-4	1	1	1	4	4	0	-3	0.2
CCOC(=O)c1[nH]cnc1C(=O)Nc1ccccc1	-10	-6	1.1	1.2	1	-16	3	0	4	-0.8

Next part
SMILES	TNAP inh noacc	FLuc inhib CS	FLuc act counter	bIAP activator	TNAP act hi DEA	bIAP inh	APP 5UTR inh	Lmaj promast	TNAP inh hiacc	RAM network inh
CS(=O)(=O)N(CCc1ccccc1)CC(N)=O	-4	-2	1	0.9	1	11	3	-8	3	0.9
CCCC(=O)NC(=S)Nc1ccccc1N1CCOCC1	-7	-2	1	1.2	1	-17	-2	0	-4	0.8
Cc1[nH]nc2c1C(c1cccc(OC(=O)N3CCOCC3)c1)C(C#N)=C(N)O2 (stereo not given)	6	-6	1.1	1	1	-3	-1	-9	0	0.9
Cc1cc(NC(=O)C2CCN(S(=O)(=O)c3cccs3)CC2)no1	-9	-4	1	1	1	3	6	1	0	-0.7
O=C(Cc1ccc(-n2c(=O)c3ccccc3n(CC(=O)Nc3ccc(F)cc3F)c2=O)cc1)NCc1ccco1	-11	-3	1	1.1	1	-7	-1	-9	-1	3.9
Cc1ccc(NC(=O)c2ccccc2OCC(=O)Nc2cccc(Cl)c2C)nc1	-16	-3	1	0.9	1	6	-8	16	-5	1.5
CC(=O)Nc1nc(C)c(Oc2ccccc2)c(=O)[nH]1	-14	-9	1.1	0.9	1	11	8	-5	-3	0.3
C=CCOC(=O)CSCC(NC(=O)OC(C)(C)C)C(=O)OCC (stereo not given)	6	4	1	1	1	-2	-1	-5	1	-0.4
CCOc1cc(-c2nc(-c3ccncc3)no2)cc(OCC)c1OCC	-7	-4	1	1	1.1	0	4	8	-6	0.8
O=C(NC1CC1)c1ccc2c(c1)C1C3CCC(C3)C1C(c1ccccc1)N2 (stereo not given)	-23	-3	1	0.8	1	21	35	36	-2	2.2
CCOc1ccc(/C(CCC(=O)O)=N/NC(=S)NCCc2ccccc2)cc1	-1	-4	1	1.1	1	-8	8	-4	1	4.7
CN(C(=O)CCN1C(=O)C2C3C=CC(C3)C2C1=O)c1ccccc1 (stereo not given)	-10	-5	1	1.1	1	-10	-13	-1	-5	1.0
O=C(CSc1n[nH]c(=O)[nH]c1=O)Nc1ccc(C(=O)O)cc1	-15	-4	1	1	1	1	-6	6	-5	1.9
O=C(NCc1ccc(Cl)cc1Cl)c1ccc2nc[nH]c2c1	-33	1	1	1.1	1	-5	8	-7	0	3.1
C=CCNC(=O)c1c(N)n(-c2ccc3c(c2)OCO3)c2nc3ccccc3nc12	-10	-3	1	1	1	-1	-13	-4	-4	6.5

In another format: entries from further up
CCOc1cc(-c2nc(-c3ccncc3)no2)cc(OCC)c1OCC
  TNAP inh noacc = -7; FLuc inhib CS = -4; FLuc act counter = 1; bIAP activator = 1; TNAP act hi DEA = 1.1; bIAP inh = 0; APP 5UTR inh = 4; Lmaj promast = 8; TNAP inh hiacc = -6; RAM network inh = 0.8
O=C(NC1CC1)c1ccc2c(c1)C1C3CCC(C3)C1C(c1ccccc1)N2 (stereo not given)
  TNAP inh noacc = -23; FLuc inhib CS = -3; FLuc act counter = 1; bIAP activator = 0.8; TNAP act hi DEA = 1; bIAP inh = 21; APP 5UTR inh = 35; Lmaj promast = 36; TNAP inh hiacc = -2; RAM network inh = 2.2
CCOc1ccc(/C(CCC(=O)O)=N/NC(=S)NCCc2ccccc2)cc1
  TNAP inh noacc = -1; FLuc inhib CS = -4; FLuc act counter = 1; bIAP activator = 1.1; TNAP act hi DEA = 1; bIAP inh = -8; APP 5UTR inh = 8; Lmaj promast = -4; TNAP inh hiacc = 1; RAM network inh = 4.7

Compound activity from PubChem BioAssay.
